Epigenetic derep: regulators of epigenetic silencing causing reporter derepression in mouse cells; Potency, µM (titrated, usually from 53.9 µM), for the others: top-dose GFP activation, most hits filed as activators; 280,000 compounds, 0.2% hits; murine LDR cells, GFP reporter derepression, 30 h; active means well fitted activation curve with a large enough effect; inconclusive means small, poorly fitted or top-dose-only effect; further: % of control where 0% means no effect; nearly all actives have a fitted effect of over 60% in size
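Derepression of a silenced CMV-GFP reporter in murine LDR cells is scored by enumerating GFP-positive cells with a laser-scanning microplate cytometer after 30 hours of treatment at 37 C.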
* marks the source's active call; other numbers are inactive results; ? = inconclusive. Potency means the concentration at half of the fitted maximal effect. This is a subset. The share of hits here may be higher or lower than overall.

SMILES	Epigenetic derep
COc1ccccc1OCC(=O)N(Cc1ccc(Cl)cc1)CC1CCCO1 (stereo not drawn)	0.0%
CCCc1cnc2c(c1SCC(=O)N(C)c1ccccc1)c(=O)n(C)c(=O)n2C	-0.1%
CCOC(=O)c1c(NC(=O)c2ccc(S(=O)(=O)N(CC(C)C)CC(C)C)cc2)sc2c1CCN(CC)C2	?
COc1cc(NC(=O)CN2CCCN(Cc3cccc(F)c3)S2(=O)=O)cc(OC)c1	0.4%
O=C(Nc1ccc(Cl)cc1F)c1cc(S(=O)(=O)NCc2ccc3c(c2)OCO3)ccc1F	-0.3%
COc1cc(OC)c(NC(=O)NCc2cccn2Cc2ccccc2)cc1Cl	0.6%
CCS(=O)(=O)N1CCc2cc(C(=O)NCc3ccccc3OC)ccc21	-3.9%
Cc1cc(C)c(NC(=O)CSc2nc(=O)n(Cc3ccncc3)c3c2CCC3)c(C)c1	1.2%
COc1ccc(CNC(=O)C2=C(C)C(=O)OC23CCN(C(C)=O)CC3)cc1	-1.2%
Cc1ccccc1-c1noc(-c2ccc(NCc3cccnc3)c([N+](=O)[O-])c2)n1	-4.2%
O=C(CNC(=O)c1ccccc1)OCc1cc(=O)n2nc(C3CC3)sc2n1	1.5%
CCOC(=O)c1noc2nc(C)n(CC(=O)NC(C)CC)c(=O)c12 (stereo not drawn)	-1.7%
COc1ccc(S(=O)(=O)N2CCN(Cc3nc4ccc(C)cc4o3)CC2)cc1OC	-2.8%
CCc1ccc(NC(=O)c2cccc(N3CCCS3(=O)=O)c2)cc1	-0.9%
CCOc1ccc(CNC(=O)Cn2nc(C)n3cccc3c2=O)cc1	-1.9%
CN(C(=O)C1=CC(c2ccc3c(c2)OCO3)=NS(=O)(=O)N1C)c1ccccc1	2.9%
COc1ccc(Cl)cc1NS(=O)(=O)c1cc(-c2cc(C)no2)ccc1C	-2.1%
CCc1ccccc1NC(=O)Nc1nnc(N(CC)c2ccccc2)s1	-5.4%
Cc1cccc(N2C(=O)CSC23C(=O)N(CC(=O)Nc2cccc(Cl)c2)c2ccccc23)c1 (stereo not drawn)	0.0%
CC(CNC(=O)CCCn1c(=O)c2cccn2c2ccccc21)c1ccccc1 (stereo not drawn)	13%
CCOc1ccc(NC(=O)Cn2c(=O)n(-c3cccc(Cl)c3)c(=O)c3c2c2cc(C)ccc2n3C)cc1	-1.9%
COc1ccccc1CNC(=O)CCCN1C(=O)CCn2nc(-c3cn(C)c4ccccc34)cc21	2.5%
Cc1ccc(NC(=O)CCS(=O)(=O)c2ccc(Br)cc2)c(C)c1	1.7%
CCn1ccc2c(OCC(=O)Nc3ccccc3C(F)(F)F)cccc2c1=O	3.1%
O=C(COc1ccccc1)N(Cc1cccnc1)c1nc2ccc(F)cc2s1	8.3%
COCCCNC(=O)CSc1nc2ccccc2c(=O)n1Cc1ccco1	0.0%
Cc1ccc(CNC(=O)NCc2noc3ccc(C)cc23)cc1	-4.3%
CC1=C(C(=O)Nc2cccc(Cl)c2)C2(CCCCCC2)OC1=O	0.0%
Cc1ccc(NC(=O)CN2C(=O)COc3ccc(S(=O)(=O)N4CCCCCC4)cc32)cc1C	5.2%
Cc1c(NS(C)(=O)=O)cccc1-c1nc2ccccc2s1	-3.2%
COc1cccc(C(=O)Nc2cccc(C(=O)OCc3cc(=O)n4nc(C5CC5)sc4n3)c2)c1	?
COc1ccc(CNC(=O)CCCN2C(=O)CCn3nc(-c4cn(C)c5ccccc45)cc32)cc1	3.4%
CC1=C(c2ccc(Cl)cc2)S(=O)(=O)N=C1N1CCN(c2cccc(C)c2)C(C)C1 (stereo not drawn)	4.7%
COCCc1nn2c(=O)cc(COC(=O)COc3ccccc3C)nc2s1	-1.3%
COc1ccc(-n2nc3c(N4CCCC(C(=O)NCc5cccc(F)c5)C4)nnc(C)c3c2C)cc1 (stereo not drawn)	0.9%
Cc1cc(C)c(NC(=O)C2CCN(C(=O)N3CC(C)Oc4ccc(Cl)cc43)CC2)c(C)c1 (stereo not drawn)	1.1%
COc1ccccc1CNC(=O)CSC1=Nc2ccccc2N=C(c2ccc(F)cc2)C1	5.9%
O=C(Nc1ccc(-c2nc3ccccc3o2)c(O)c1)c1ccccc1	-0.1%
COc1ccc(-c2nc3ccc(NS(=O)(=O)c4ccc(C)cc4)cc3o2)cc1	-0.5%
COCCCNC(=O)c1ccc2c(c1)nc(C)n2-c1cccc(C)c1	-0.7%
COc1ccc(NC(=O)c2cc(C3CC3)nc3c2c(C)nn3-c2ccccc2)c(OC)c1	-1.3%
CCOCCn1ccc2c(OCC(=O)Nc3ccc(C(N)=O)cc3)cccc2c1=O	1.3%
CCc1ccccc1NC(=O)Cn1nc(C)c2nn(-c3ccc(Cl)cc3)c(C)c2c1=O	0.6%
Cc1ccc(NC(=O)CN2C(=O)CCc3ccccc32)cc1C	1.4%
Cc1csc2nc(-c3cccc(NC(=O)c4cccc(F)c4)c3)cn12	0.2%
COc1ccc(C(=O)CN2C(=O)N(c3cc(C)cc(C)c3)S(=O)(=O)c3ccccc32)cc1	3.4%
Cn1c(SCC(=O)N2CCCc3ccccc32)ncc(C(=O)Nc2ccccc2)c1=O	4.4%
Cc1ccc(S(=O)(=O)C(CNS(=O)(=O)c2cc(F)ccc2F)c2cccs2)cc1 (stereo not drawn)	-3.0%
Cc1ccc(-c2nc3sc(CCNC(=O)c4ccc(C)c(C)c4)c(C)n3n2)cc1	13%
CCCNC(=O)c1ccc(-n2c(-c3ccccc3)cc3c2CCC(C)C3)cc1 (stereo not drawn)	3.9%
CC(=O)N1c2ccc(S(=O)(=O)Nc3ccc(C)c(Cl)c3)cc2CC1C (stereo not drawn)	0.9%
CCOc1ccc(-n2ccnc2SCC(=O)Nc2ccc(OC)cc2OC)cc1	0.8%
COc1ccc(CNC(=O)C(C)n2nc(C)c3c(C)n(-c4ccccc4)nc3c2=O)c(OC)c1 (stereo not drawn)	2.1%
Cc1cc(=O)[nH]c2nnc(SCc3c(F)cccc3Cl)n12	3.5%
CCn1c(C)c(C)c2cc(C(=O)NCc3ccc(F)cc3)ccc21	-3.1%
O=C(COc1ccccc1)OCc1cc(=O)n2nc(-c3cccs3)sc2n1	0.8%
Cc1oc(-c2ccc(C(=O)Nc3ccc(F)cc3F)cc2)nc1COc1ccccc1	7.0%
Cc1ccc(-n2ncc3c(NCc4ccccc4)ncnc32)cc1Cl	0.8%
Cc1ccccc1NC(=O)Cn1nc(-c2ccccc2)nc(Cc2ccccc2)c1=O	2.1%
CCN(CC)CCNC(=O)c1ccc2c(=O)n3nc(Nc4cccc(Cl)c4C)sc3nc2c1	-1.1%

(list continues)
SMILES	Epigenetic derep
COc1ccc(N2C(=O)CCSC23C(=O)N(Cc2ccc(F)cc2)c2ccccc23)cc1 (stereo not drawn)	-0.4%
COc1ccc(OC)c(CNC(=O)c2c(C)oc3ncn(CC(C)C)c(=O)c23)c1	-1.3%
O=C(/C=C\c1ccc2c(c1)OCO2)NC1CC(=O)N(c2ccc(F)cc2)C1 (stereo not drawn)	2.1%
O=C(CCn1ccc2cc(S(=O)(=O)N3CCCC3)ccc21)NCc1ccccc1Cl	-0.1%
COc1ccc(S(=O)(=O)NCCc2csc3nc(-c4ccccc4)nn23)cc1OC	2.4%
Cc1cccc(CSc2nc(=O)c3c(n2C)NC(=O)CC3c2cc(F)cc(F)c2)c1 (stereo not drawn)	-1.6%
Cc1cccc(/C=C/c2onc(C)c2S(=O)(=O)N2CCC(C(=O)N3CCC(C)CC3)CC2)c1	0.8%
Cc1cccc(-c2nc(CCNC(=O)COc3ccccc3)cs2)c1	0.0%
CCS(=O)(=O)N1CC(=O)N(c2ccc(C)c(C)c2)C(C)(C(=O)NC2CCCCC2)C1 (stereo not drawn)	-1.2%
CC(C)N(Cc1ccccc1)C(=O)Cn1ncc2c([nH]c3ccccc32)c1=O	-1.2%
O=C(Nc1ccc(Br)cc1F)N1CCC(CN2CCc3ccccc3C2)CC1	0.0%
COc1cc(NC(=O)N2CCc3c(sc4c3CCCC4)C2c2ccccc2)cc(OC)c1OC (stereo not drawn)	-4.3%
CCSc1nc(-c2ccccc2F)nc2c1Cc1c(CO)cnc(C)c1O2	-1.5%
CCCCn1c(SCc2ccccc2C)nc2ccsc2c1=O	-1.3%
Cc1ccc(CNC(=O)c2ccc(-c3nc(CS(=O)(=O)c4ccc(C)cc4)c(C)o3)cc2)cc1	-0.4%
CCOC(=O)c1sc2ccccc2c1S(=O)(=O)Nc1ccc(C(C)=O)cc1	0.0%
CC(=O)N1c2ccccc2C(=O)C1N1CCN(c2ccc(Cl)cc2)CC1 (stereo not drawn)	3.5%
COc1cc(NC(=O)C(NS(=O)(=O)c2ccc3c(c2)CCCC(=O)N3)C(C)C)cc(OC)c1 (stereo not drawn)	-2.9%
O=C(c1cccs1)N1CCCc2cc(NS(=O)(=O)c3ccc(F)cc3)ccc21	15%
CCc1ccc(CN2CCc3nc(N4CCN(CC)CC4)ncc3C2)cc1	-0.7%
COc1ccc(-c2nc3sc(CCNC(=O)c4ccccc4C)c(C)n3n2)cc1	1.0%
COc1ccccc1NC(=O)N1CCN(c2nnc(C)c3c(C)n(-c4ccccc4)nc23)CC1	7.5%
CN(C)c1ccc(-c2nnc3n(Cc4ccccc4)c(=O)c4ccccc4n23)cc1	-4.7%
O=C(Nc1ccc(Cl)cc1Cl)c1cc(S(=O)(=O)N2CCCCCC2)ccc1F	1.6%
O=C(NCc1cccs1)c1ccc(CSc2nc3cccnc3n2Cc2ccccc2)cc1	1.2%
Cc1c(Cl)cccc1NC(=O)c1oc2ccc(S(=O)(=O)N3CCC4(CC3)OCCO4)cc2c1C	1.0%
CCOc1cc(C2CC(=O)Nc3nc(SCc4ccccc4)[nH]c(=O)c32)ccc1O (stereo not drawn)	-1.6%
CCOc1cc(CNC(=O)Cn2c(=O)c3cccn3c3ccc(F)cc32)cc(OCC)c1OCC	3.7%
COc1cc(NC(=O)Cc2c(C(=O)O)c(C)cn2C)cc(OC)c1	0.0%
Cc1ccc(NC(=O)C2(c3cccs3)CCOCC2)cc1Cl	1.2%
CC1CCN(S(=O)(=O)c2ccc3c(c2)CCN3)CC1	4.7%
COc1ccc2c(CNCc3ccccc3OC)c(C(=O)O)n(Cc3ccc(F)cc3Cl)c2c1	-4.5%
CCOc1ccc(CC(=O)NCc2ccc3c(c2)CCN3C(=O)c2ccccc2)cc1OCC	0.0%
Cc1c(C(=O)N2CCC(C(=O)Nc3ccc(F)c(Cl)c3)CC2)sc2nc[nH]c(=O)c12	0.0%
Cc1ccc(CNC(=O)c2cc(-c3ccc(C)cc3)nc3n[nH]c(-c4cccc([N+](=O)[O-])c4)c23)cc1	2.4%
COc1ccc(N2C(=O)CS(=O)(=O)C23C(=O)N(Cc2ccc(C)cc2)c2ccccc23)cc1Cl (stereo not drawn)	-1.3%
O=C(Nc1ccc(N2CCC(c3ccccc3)C2)c(C(=O)O)c1)c1ccc(Cl)cc1 (stereo not drawn)	0.0%
CC(C)OC(=O)c1c(NC(=O)c2cc3nc(-c4ccccc4)cc(C(F)(F)F)n3n2)sc2c1CCCC2	-1.9%
Cc1ccccc1OCC(=O)N1CCC(c2nc3ccccc3s2)CC1	-2.2%
CCOC(=O)c1c(C)[nH]c(C)c1S(=O)(=O)NCC(=O)N1CCN(c2cccc(C)c2)C(C)C1 (stereo not drawn)	-0.6%
O=C(NCCc1ccccc1Cl)c1ccc(Cn2c(=O)c3cccn3c3cccnc32)cc1	9.2%
COc1ccc(C2=NN(CCC(=O)NCCc3ccccc3)C(=O)CC2)cc1	-1.1%
CCOc1ccc(C(=O)OCc2cc(=O)n3nc(C4CCCCC4)sc3n2)cc1	2.5%
COc1ccccc1N1CCN(S(=O)(=O)CCNC(=O)Cc2ccc(Cl)cc2)CC1	-0.6%
O=C(CCC(=O)N1CCSc2ccccc21)Nc1ccc(Cl)cc1	-4.2%
COc1ccc(CNC(=O)CN2N=C(c3ccccc3)CCC2=O)c(OC)c1	0.0%
CCN(c1ccc(C)cc1)S(=O)(=O)c1nnc(NC(=O)c2cccs2)s1	0.0%
CC1=C(c2cccc(Cl)c2)S(=O)(=O)NC1=NCc1ccccc1C	-2.7%

High-throughput results (PubChem BioAssay)
